# MEX-5 binding: C. elegans MEX-5 TCR-2 RNA binding activity; Q9XUB2; MEX-5/FITC-TCR2 RNA binding, fluorescence polarization; active compounds read low; activity score (negative = inhibition of binding), % at 10 µM; hit rate 0.38% among 300,000;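 active = inhibition past about -25% in most replicates, and total fluorescence under double the plate's negative control median, limit read from the data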;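 also: 0% = DMSO and -100% = 5 µM competing unlabeled TCR2 RNA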
# Target sequence (Q9XUB2 whole entry, looked up): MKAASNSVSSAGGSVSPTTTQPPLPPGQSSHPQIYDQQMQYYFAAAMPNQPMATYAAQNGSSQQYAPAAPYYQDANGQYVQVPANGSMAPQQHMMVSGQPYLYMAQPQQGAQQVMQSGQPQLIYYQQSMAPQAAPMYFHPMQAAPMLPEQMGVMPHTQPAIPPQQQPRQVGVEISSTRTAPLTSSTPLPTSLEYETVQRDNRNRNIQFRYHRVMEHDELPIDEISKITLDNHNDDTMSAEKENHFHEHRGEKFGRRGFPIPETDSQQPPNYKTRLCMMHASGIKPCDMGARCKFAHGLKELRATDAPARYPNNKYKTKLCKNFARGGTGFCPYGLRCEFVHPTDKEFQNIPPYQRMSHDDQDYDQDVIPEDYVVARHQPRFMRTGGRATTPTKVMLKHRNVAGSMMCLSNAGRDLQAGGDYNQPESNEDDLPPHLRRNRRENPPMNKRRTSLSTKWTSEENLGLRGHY
# MCL1 BIM primary: inhibitors of human MCL1 binding to BIM-BH3 peptide. Q07820. GST-MCL1 / FITC-Bim-BH3 fluorescence polarization. inhibition, % at 10.9 µM. hit rate 0.68% among 320,000;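 active = inhibition above the mean inhibition of all tested compounds plus 3 SD, set per campaign, cut at about 40% in these data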;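 also: 0% = DMSO wells and 100% = unlabeled Bim-BH3 peptide control; higher means more loss of mP so more displacement of Bim peptide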
# Target sequence (Q07820 whole entry, looked up): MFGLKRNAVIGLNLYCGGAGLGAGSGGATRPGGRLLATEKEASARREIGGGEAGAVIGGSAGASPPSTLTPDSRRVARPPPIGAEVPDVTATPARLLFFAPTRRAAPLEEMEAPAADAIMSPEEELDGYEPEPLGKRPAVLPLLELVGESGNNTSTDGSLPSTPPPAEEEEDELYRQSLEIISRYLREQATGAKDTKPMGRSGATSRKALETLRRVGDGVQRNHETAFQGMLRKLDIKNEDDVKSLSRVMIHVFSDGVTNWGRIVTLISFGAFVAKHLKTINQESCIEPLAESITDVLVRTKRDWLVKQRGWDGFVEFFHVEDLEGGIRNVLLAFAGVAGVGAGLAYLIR
# GLD-1 RNA inh: GLD-1-TGE RNA interaction inhibition (C. elegans). inhibition, % at 5.96 µM. purified GLD-1 + fluorescein TGE RNA, fluorescence polarization. hit rate 0.44% among 320,000;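 active = percent inhibition above a per-plate cutoff, the plate mean of test compounds plus 3 SD, cut at about 30% in these data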;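 also: 0% = DMSO wells with GLD-1 and probe and 100% = wells lacking GLD-1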
# CIT2 TOR yeast: alters CIT2-GFP fluorescence in TOR pathway yeast screen | S. cerevisiae CIT2-GFP strain, flow cytometry, 3 h; 100 means same as DMSO wells | hit rate 0.065% among 320,000 | GFP response vs DMSO, % at 10 µM;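 active = GFP response relative to DMSO above a set limit, near the screen mean plus 3 SD, cut at about 150% in these data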;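 also: ratio of well median GFP fluorescence to mean of DMSO wells on the plate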
# VLA-4 inh: inhibition in a human VLA-4 binding assay | VLA-4 expressing cells, ligand binding flow cytometry | P13612 | hit rate 0.2% among 330,000 | inhibition, % (about 7 µM as worked out from the volumes in the protocol); in the data active = inhibition above about 50%
# GRK2 inh: inhibitors of human GRK2 displacing RNA aptamer; P25098; bead flow cytometry, FAM-aptamer displacement from GRK2; inhibition of aptamer binding, % at 10 µM; hit rate 0.59% among 330,000;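 active = inhibition of aptamer binding above 40%, roughly 3 SD of noise, on plates passing a quality check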;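 also: median bead fluorescence of bound FAM aptamer so fluorescent compounds give negative values; no value below 0 was filed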
# Bcl-xL primary: blocks human Bcl-xL binding to Bim BH3 peptide; Q07817; GST-Bcl-xL / FITC-Bim BH3 peptide fluorescence polarization; inhibition, % at 10.9 µM; hit rate 0.7% among 320,000; AID 2129;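 active = inhibition above the mean of all tested compounds plus 3 SD, cutoff set per campaign, cut at about 30% in these data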;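 also: 0% = DMSO wells and 100% = unlabeled Bim-BH3 peptide competitor; inhibitors lower millipolarization by displacing the labeled peptide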
# Target sequence (Q07817 whole entry, looked up): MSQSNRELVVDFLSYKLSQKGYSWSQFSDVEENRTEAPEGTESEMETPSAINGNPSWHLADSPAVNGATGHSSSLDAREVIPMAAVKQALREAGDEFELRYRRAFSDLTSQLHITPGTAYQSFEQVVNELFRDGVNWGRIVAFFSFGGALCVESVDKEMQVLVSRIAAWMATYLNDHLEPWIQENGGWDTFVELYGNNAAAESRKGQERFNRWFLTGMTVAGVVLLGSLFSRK
# AGP1-GFP MLPCN: yeast TOR pathway AGP1-GFP modulation | hit rate 0.02% among 320,000 | AID 2066 | GFP response vs DMSO, % at 10 µM | S. cerevisiae AGP1-GFP multiplex flow cytometry, 3 h; GFP as percent of DMSO wells;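 active = GFP response relative to DMSO above a set limit, near screen average plus 3 SD, cut at about 150% in these data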;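 also: median GFP channel fluorescence of the gated AGP1 strain per well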
# CR mimetic SO: caloric restriction mimetics inhibiting age-related superoxide in yeast; S. cerevisiae aged cells, superoxide DHE fluorescence; active compounds read low; superoxide response (% of plate mean), % at 10 µM; hit rate 0.18% among 330,000; AID 2690;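 active = superoxide response under a set limit, about three screen SD below normal, cut at about 65% in these data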;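 also: yeast aged for seven days with compound at 30 °C before DHE staining; 100% = average MFI of all compound-treated wells on the plate with controls excluded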
# Starred values were filed as active, the others as inactive; · = not tested or not shown.
SMILES,MEX-5 binding,MCL1 BIM primary,GLD-1 RNA inh,CIT2 TOR yeast,VLA-4 inh,GRK2 inh,Bcl-xL primary,AGP1-GFP MLPCN,CR mimetic SO
COCCNC(=O)NC(=O)COC(=O)C12CC3CC(CC(NC(C)=O)(C3)C1)C2,·,-3,1,103,28,3,3,107,108
Cc1ccccc1-c1cc2nc(-c3ccc([N+](=O)[O-])cc3)cc(=O)n2[nH]1,-0.6,0,-7,100,-7,1,5,96,96
COc1ccc(Cc2nnc(NC(=O)c3ccccc3C)s2)cc1,-2.4,7,7,105,-7,0,-1,99,101
CC(C)Oc1cc(O)c2c(=O)c(-c3ccc(O)cc3)coc2c1,0.0,3,4,96,-17,0,5,94,85
Cc1ccc(-n2c(SCc3cn4ccsc4n3)nc3ccccc3c2=O)cc1,0.7,5,-4,91,-5,2,4,93,102
Cc1ccc(-c2nnn(CC(=O)N(c3ccccc3)C(C(=O)NCC3CCCO3)c3ccc(F)cc3)n2)o1 (centres undefined),-1.0,1,-3,103,-2,24,10,112,104
COc1cc(Cn2nnc3ccccc32)cc(Br)c1O,-1.3,4,12,96,19,4,4,82,102
CCOC(=O)Cn1c(C)[n+](C)c2cc(Cl)c(Cl)cc21,0.4,-3,4,105,-3,0,-7,104,74
Cc1cc(NC(=O)Cc2ccccc2[N+](=O)[O-])no1,1.4,6,2,92,10,2,4,88,99
COc1ccccc1N1CCN(C(=O)/C=C/c2cccs2)CC1,1.9,12,-2,89,4,0,3,90,99
Cc1c(NC(=O)C2CC=CCC2C(=O)O)c(=O)n(-c2ccccc2)n1C (centres undefined),1.2,0,4,103,4,17,3,102,100
Cc1cc(NC(=O)COC(=O)CSc2nc3cc(Cl)ccc3n2Cc2ccccc2)no1,-0.1,-2,-3,108,-1,5,2,104,96
COCCn1c(Cc2ccccc2)nnc1SC(C)C(=O)NC1CC1 (centres undefined),·,0,1,106,8,0,-9,108,101
COc1ccc(CN(CC(=O)NCc2ccco2)C(=O)CNS(=O)(=O)c2ccc(C)cc2)cc1,0.7,5,-4,108,12,0,2,105,89
COc1ccc2oc(-c3ccc(NC(=O)c4ccc(N5CCOCC5)c([N+](=O)[O-])c4)cc3)nc2c1,0.9,-2,-3,95,-2,7,2,93,97
CCc1cc2c(SCC(=O)NC3CC3)ncnc2s1,·,·,1,105,10,2,·,101,83
Cc1ccc(CC(=S)N2CCOCC2)cc1,-0.9,12,0,94,6,2,3,95,93
COc1cc(C2NC(=O)NC(C)=C2C(=O)OCC2CCCO2)ccc1O (centres undefined),-0.1,2,3,103,-10,2,4,99,79
Cc1ccc(C(CC(=O)N2CCOCC2)c2ccco2)cc1 (centres undefined),1.3,6,-2,93,-1,0,1,105,104
Cc1ccc(SC2CCN(C(=O)C3CCC(=O)N(C4CC4)C3)CC2)cc1 (centres undefined),1.3,8,-7,100,-99,2,4,99,99
CCOc1cc(OCC)cc(C(=O)NCCCN2CCOCC2)c1,-1.8,-5,4,93,6,0,4,100,94
Cc1ccc(NC(=O)Cc2ccsc2)cc1S(=O)(=O)N1CCOCC1,·,·,-4,110,-3,0,·,96,92
CCOc1ccccc1C1C2=C(COC2=O)Nc2cc3c(cc21)OCO3 (centres undefined),3.8,5,-9,101,23,2,6,104,93
COc1ccc(N2CC(C(=O)Nc3nnc(SCC(=O)c4ccccc4)s3)CC2=O)cc1 (centres undefined),-0.7,7,-9,92,12,0,3,94,118
O=C(Nc1cccc(F)c1)C1CCN(C(=O)Cc2ccccc2)CC1,-0.3,-7,-3,103,10,2,2,100,109
O=S(=O)(N1CCCCC1)N1CCNCC1,1.4,5,5,108,14,1,3,111,90
Cc1cc(C)nc(N/N=C/c2cccc(Cl)c2)n1,-1.6,7,3,102,10,0,4,102,91
COc1ccc(N2C(=O)CC(NCc3cccs3)C2=O)cc1 (centres undefined),-0.7,4,6,87,6,0,7,89,96
NC(=O)CSc1nnc(NC(=O)C23CC4CC(CC(C4)C2)C3)s1,-1.2,-6,3,104,7,0,3,104,97
COc1ccccc1NS(=O)(=O)c1ccc2c(c1)NC(=O)C(C)S2 (centres undefined),1.5,-4,9,95,-8,1,4,96,99
O=C(NC(=S)Nc1ccccc1N1CCCCC1)c1ccc(F)cc1,1.3,13,8,98,3,0,5,98,98
COc1ccc2cc(C3(C)NC(=O)N(CC(=O)Nc4c(C)n(C)n(-c5ccccc5)c4=O)C3=O)ccc2c1 (centres undefined),-0.6,-13,-7,93,-1,1,0,94,106
Cc1cc(NC(=O)c2ccc3c(c2)OCO3)ccc1NC(=O)c1ccccc1,-2.8,4,5,101,3,1,7,102,92
CN(CCCNC(=O)c1cccc(N2CCCC2=O)c1)c1ccccc1,0.8,-1,5,108,4,0,3,103,98
CCc1cccc2c(C(=O)CSc3nncn3-c3ccccc3OC)c[nH]c12,-2.8,-9,-1,91,6,0,0,89,105
CCCCNC(=S)N/N=C1\CCCCc2ccccc21,-3.1,5,9,91,3,3,5,92,116
Cc1cc(C)c(NC(=O)C2=COCCO2)c(C)c1,1.9,3,3,92,24,0,7,101,96
O=C(NCCS(=O)(=O)N1CCN(c2ccc(F)cc2)CC1)C12CC3CC(CC(C3)C1)C2,-0.8,2,9,93,-2,3,4,97,108
CC(=O)N/N=C/c1cc(C)n(-c2ccc(Br)cc2)c1C,0.0,-2,-1,94,-18,0,3,102,109
O=C(COc1cccnc1[N+](=O)[O-])NC1CCS(=O)(=O)C1 (centres undefined),1.0,2,4,101,-4,70*,9,101,103

# Quoted at random: five compounds from above.
SMILES,MEX-5 binding,MCL1 BIM primary,GLD-1 RNA inh,CIT2 TOR yeast,VLA-4 inh,GRK2 inh,Bcl-xL primary,AGP1-GFP MLPCN,CR mimetic SO
O=C(NC(=S)Nc1ccccc1N1CCCCC1)c1ccc(F)cc1,1.3,13,8,98,3,0,5,98,98
COc1ccc2oc(-c3ccc(NC(=O)c4ccc(N5CCOCC5)c([N+](=O)[O-])c4)cc3)nc2c1,0.9,-2,-3,95,-2,7,2,93,97
O=C(COc1cccnc1[N+](=O)[O-])NC1CCS(=O)(=O)C1 (centres undefined),1.0,2,4,101,-4,70*,9,101,103
COCCNC(=O)NC(=O)COC(=O)C12CC3CC(CC(NC(C)=O)(C3)C1)C2,·,-3,1,103,28,3,3,107,108
Cc1ccc(-c2nnn(CC(=O)N(c3ccccc3)C(C(=O)NCC3CCCO3)c3ccc(F)cc3)n2)o1 (centres undefined),-1.0,1,-3,103,-2,24,10,112,104

# Next part
SMILES,MEX-5 binding,MCL1 BIM primary,GLD-1 RNA inh,CIT2 TOR yeast,VLA-4 inh,GRK2 inh,Bcl-xL primary,AGP1-GFP MLPCN,CR mimetic SO
Cc1c(C(=O)N2CCCCC2)sc(NC(=O)C23CC4CC(CC(C4)C2)C3)c1C#N,0.7,10,-4,90,-3,4,5,87,104
O=C(NCC(=O)N1CCCCC1)c1sc2ccccc2c1Cl,·,-3,6,87,16,1,-3,87,105
COc1ccc(C2CC(c3cccs3)=NN2C(=O)COC(=O)c2cc3ccccc3cc2O)cc1OC (centres undefined),1.5,-14,0,101,-12,0,-2,103,90
Cc1csc(NC(=O)CCNS(=O)(=O)c2ccc3c(c2)c(=O)n(C)c(=O)n3C)n1,·,-1,0,105,16,0,-2,102,105
CCOC(=O)c1sc(C)c2c1NC(c1ccc(Cl)cc1)NC2=O (centres undefined),-1.2,11,14,90,4,0,5,89,94
COC(=O)CCCC1=CC2=C(c3ccccc3)C(=O)C(C)(OC(=O)C3CCCC3)C(=O)C2=CN1C(CO)CO (centres undefined),0.2,11,6,87,28,12,8,97,97
CCN1CCN(C(=O)/C(C#N)=C/c2ccc(OC(F)F)cc2)CC1,0.8,-7,-1,103,22,0,-1,91,112
Cc1ccccc1-c1noc(CCC(=O)NC2CCCCC2)n1,0.4,3,-6,79,2,0,4,85,89
Cc1ccc(C(=O)CSc2nnc(C(C)C)n2C)cc1C,1.7,0,0,90,13,0,-3,98,107
CC(C)N=C(NC#N)SCc1ccccc1F,2.2,-1,1,93,2,0,1,97,91
O=C(CCNC(=O)Cn1ccc2ccccc2c1=O)NCCC1=CCCCC1,-2.4,9,-2,106,1,0,4,110,99
COc1ccc(NC(=O)C(NC(C)=O)C(=O)NCc2ccc(F)cc2)cc1 (centres undefined),1.4,5,0,101,-1,0,7,100,103
Cc1nc2c(C)cccn2c1/C(O)=C1\C(=O)C(=O)N(CCN2CCOCC2)C1c1cccs1 (centres undefined),-2.5,6,0,106,-5,0,8,101,103
N#C/C(=C\c1ccc(-c2ccccc2)o1)C(=O)Nn1cnnc1,-1.6,4,-6,97,17,4,6,97,97
O=C(c1cc(-c2cccc(O)c2)on1)N1CCCCC1,-0.3,4,-6,93,9,0,-4,94,110
CCc1ccc(NC(=S)N2CCN(c3cccc(C(F)(F)F)c3)CC2)cc1,1.0,11,4,103,24,0,4,109,76
COc1ccccc1CNC(=O)CS(=O)(=O)c1ccccc1,-4.0,3,4,104,0,0,1,96,94
O=C(NCc1ccc2c(c1)OCO2)c1c(Cl)cccc1Cl,0.4,-1,1,91,1,12,3,86,108
O=C(c1ccccc1)C1C(c2ccccc2)C1[N+](=O)[O-] (centres undefined),-0.2,2,4,90,-14,3,2,104,101
COc1cc2c3c([nH]c2cc1F)C(=O)NCC3,-4.0,2,-2,·,·,·,4,·,·
C#CCNC(=O)C1=C[C@@H](c2ccc3c(c2)OCO3)[C@H](CCCO)[C@@H](OCC)O1,1.9,-13,4,85,1,0,0,92,97
COc1ccc(C2=NN(CC(=O)Nc3cc(C)ccc3C)C(=O)CC2)cc1,3.5,-8,-5,89,-2,0,0,101,97
CC(=O)CSc1nc(C(F)(F)F)cc(=O)n1-c1ccccc1,0.4,7,7,85,-4,0,2,89,97
Cc1ccc(-c2nn(-c3ccccc3)cc2CN(Cc2ccccc2)C(=O)c2ccco2)o1,2.3,-5,16,98,-14,0,-3,104,91
C/C=C/c1ccc(OCCNCc2ccccc2)c(OC)c1,1.4,10,-3,105,1,0,3,100,99
CC1CCCCC1NS(=O)(=O)c1ccc2c(c1)CCC(=O)N2 (centres undefined),·,-6,0,90,5,4,3,94,101
CCc1cccc(CC)c1NC(=O)COC(=O)C1(C)CC1(Cl)Cl (centres undefined),-1.2,-4,8,91,9,2,-2,80,93
Cc1[nH]c2ccc(C(=O)NCc3ccccn3)cc2c1C,0.9,0,-6,100,1,5,3,101,101
COc1ccc(C(C#N)N2CCC(c3ccccc3)=N2)cc1 (centres undefined),-0.1,-3,-12,97,-47,0,2,94,100
Cc1cccc(C)c1NC(=O)COC(=O)C1CC1,·,-5,-3,88,-2,0,6,91,87
O=C(NNC1=NS(=O)(=O)c2ccccc21)c1ccccc1,3.4,7,4,87,-4,3,6,106,86
COc1cc(-c2nnc3sc(Cc4ccccc4)nn23)cc(OC)c1OC,3.5,15,-1,97,-14,2,8,93,99
COc1cc(OC)cc(C(=O)NC(C(=O)NCCc2ccccn2)C(C)C)c1 (centres undefined),·,·,5,103,4,2,·,100,100
OC1CCC(Nc2ncnc3sccc23)CC1 (centres undefined),-7.4,-1,0,106,-3,1,1,96,112
O=C(O)CC/C(=N/NC(=O)CNC(=O)c1ccc2c(c1)OCCO2)c1ccccc1,2.0,0,-5,103,-1,1,0,93,107
CNc1oc(C)nc1S(=O)(=O)c1ccccc1,1.4,4,12,102,2,4,9,110,96
CCOC(=O)c1ccc(NC(=O)Cn2c(=O)oc3ccccc32)cc1,1.8,9,3,104,3,6,7,95,111

# Source: PubChem
